# ssDAF12 agonist – activates DAF-12 receptor from parasite S. stercoralis | HEK293 ssDAF-12/GRIP1 lit1-tk-luc reporter, luminescence; % of 3 µM dafachronic acid response | activation, % at 6.8 µM | hit rate 1% among 370,000 | AID 652126;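 active means activation above the mean over all tested compounds plus 3 SD, cut at about 0.9% in these data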;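 further: 0% = DMSO-only wells and 100% = 3 µM delta7-dafachronic acid wells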
# PLCg1 inh – PLC-gamma1 (human) inhibition, primary screen. inhibition, % at 12.2 µM. purified PLC-gamma1, fluorogenic substrate, fluorescence. P19174. hit rate 0.84% among 370,000; in the data active means inhibition above about 9.5%
# DAX1 inh-1 – inhibits human nuclear receptor DAX1; AID 504766; inhibition, % at 6.75 µM; HEK293 Gal4-DAX1 luciferase reporter, luminescence; P51843; hit rate 0.99% among 340,000;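 active means inhibition above the mean over all tested compounds plus 3 SD, cut at about 4.2% in these data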;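 further: 0% = DAX1-transfected cells with DMSO and 100% = empty-vector control cells with DMSO; inhibition shows as a rise in luminescence from relieved DAX1 repression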
# Target sequence (P51843 207-470 limits assumed): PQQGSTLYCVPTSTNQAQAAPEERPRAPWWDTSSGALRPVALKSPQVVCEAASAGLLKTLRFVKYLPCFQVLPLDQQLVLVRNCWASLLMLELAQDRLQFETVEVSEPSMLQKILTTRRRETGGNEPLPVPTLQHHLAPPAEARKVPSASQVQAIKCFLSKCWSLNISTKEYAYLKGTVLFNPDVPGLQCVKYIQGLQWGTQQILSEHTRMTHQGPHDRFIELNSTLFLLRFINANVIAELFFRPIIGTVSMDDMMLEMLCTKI
# Rev-erbA mod – Rev-erb alpha (human) modulation | P20393 | hit rate 0.79% among 370,000 | Rev-erbα–FITC-DNA binding, fluorescence polarization, 90 min | AID 1259318 | activity, % at 10 µM;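 active means activity above about 14%, limit read from the data; passing the limit was not always enough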;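 further: 0% = DMSO wells with 35 nM protein and 100% = DMSO wells with 750 nM protein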
# SMARCA2 act – SMARCA2 function activation, primary screen; MG213 cells, MMTV-luciferase reporter, dexamethasone, overnight; activation, % at 9.1 µM; hit rate 1% among 370,000; in the data active means activation above about 7.8%;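 further: 0% = vehicle wells and 100% = reference activator wells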
# ADAM17 inh – inhibitors of human ADAM17; P78536; recombinant ADAM17, EDANS/DABCYL FRET peptide cleavage; inhibition, % at 6.95 µM; hit rate 0.83% among 370,000; AID 720648;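 active means inhibition above the mean of compounds lying between control limits plus 3 SD, set per campaign, cut at about 8.5% in these data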;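 further: 0% = DMSO-only wells as the low control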
# Target sequence (P78536 215-824 limits assumed): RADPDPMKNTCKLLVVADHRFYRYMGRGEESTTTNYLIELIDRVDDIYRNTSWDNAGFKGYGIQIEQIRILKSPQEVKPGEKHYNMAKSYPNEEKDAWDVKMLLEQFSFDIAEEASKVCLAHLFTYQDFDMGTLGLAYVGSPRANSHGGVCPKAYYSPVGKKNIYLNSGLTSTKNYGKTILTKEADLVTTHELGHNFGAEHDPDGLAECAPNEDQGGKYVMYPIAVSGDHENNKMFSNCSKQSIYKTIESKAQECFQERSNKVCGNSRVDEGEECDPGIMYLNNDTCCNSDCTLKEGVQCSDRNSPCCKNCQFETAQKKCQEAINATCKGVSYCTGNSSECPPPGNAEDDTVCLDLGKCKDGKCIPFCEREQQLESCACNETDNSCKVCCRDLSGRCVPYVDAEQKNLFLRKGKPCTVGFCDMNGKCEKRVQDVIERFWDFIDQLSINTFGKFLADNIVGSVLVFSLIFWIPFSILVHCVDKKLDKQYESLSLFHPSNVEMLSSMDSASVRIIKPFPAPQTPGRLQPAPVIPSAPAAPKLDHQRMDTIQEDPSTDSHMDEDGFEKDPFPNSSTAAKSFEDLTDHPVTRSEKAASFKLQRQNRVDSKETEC
# hcDAF12 agonist – activators of H. contortus DAF-12 nuclear receptor; AID 652067; HEK293 hcDAF-12 lit1-tk-luc reporter, luminescence; 0% DMSO, 100% Δ7-dafachronic acid; activation, % at 6.8 µM; hit rate 1.4% among 370,000;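 active means activation above the mean of all tested compounds plus 3 SD, cut at about 5.5% in these data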;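 further: 100% = response to 3 µM Δ7-dafachronic acid high control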
# MBD2 DNA inh – MBD2-methylated oligo binding inhibition. hit rate 0.31% among 370,000. inhibition, % at 4.4 µM. AID 686964. TR-FRET, MBD2 binding to methylated oligonucleotide. Q9UBB5; in the data active means inhibition above about 13%
# DAX1 inh-2 – blocks DAX1 repression of SF-1 activated StAR promoter. inhibition, % at 6.8 µM. hit rate 1.1% among 370,000. HEK293T StAR-luciferase reporter, SF-1/DAX-1 repression relief. AID 652010;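 active means inhibition above the mean over all tested compounds plus 3 SD, cut at about 3.6% in these data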;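 further: 0% = DAX-1 cells with DMSO and 100% = cells lacking DAX-1 with DMSO; higher inhibition means more luminescence from relief of DAX-1 repression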
# hgDAF-12 ag – agonists of H. glycines DAF-12 nuclear receptor; HEK293 GAL4-hgDAF12 UAS-luciferase reporter, agonist luminescence; normalized to butyrate control; activation, % at 6.8 µM; hit rate 1.8% among 370,000; AID 687014;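 active means activation above a cutoff set at the mean of all screened compounds plus 3 SD, cut at about 10% in these data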;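 further: 0% = DMSO wells and 100% = sodium butyrate wells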
# PLC-beta3 inh – PLC-beta3 (human) inhibition, primary screen; Purified PLC-beta3, fluorogenic substrate, fluorescence; hit rate 0.18% among 370,000; AID 720704; Q01970; inhibition, % at 12.2 µM; in the data active means inhibition above about 11%;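 further: 0% = median of compound wells on plate and 100% = full blocker control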
# The depositor's hits bear a star; · = no result given.
SMILES,ssDAF12 agonist,PLCg1 inh,DAX1 inh-1,Rev-erbA mod,SMARCA2 act,ADAM17 inh,hcDAF12 agonist,MBD2 DNA inh,DAX1 inh-2,hgDAF-12 ag,PLC-beta3 inh
N#Cc1c(NC(=O)C2CC(c3c(F)cccc3Cl)=NO2)sc2c1CCC2 (stereo not given),-1.3,4,-0.8,3,-4,2,0.4,1,-0.1,0.2,-1
O=C1OCC/C1=C\NCCCCCCCCN/C=C1\CCOC1=O,-1.4,0,0.9,-3,-3,-2,0.1,11,-1.3,-4.4,-2
C[C@@H]1CN([C@@H](C)CO)C(=O)c2cc(NC(=O)C3CCCCC3)ccc2O[C@@H](C)CCCCO[C@@H]1CN(C)C(=O)CCCN(C)C,-1.2,1,0.9,-7,-2,0,0.0,3,0.4,-2.7,1
CCC1=C(OC(=O)N(CC)CC)N2C(=O)OC(=NCC3CC3)[C@]2(Cc2ccccc2)[C@H]2C1=CC[C@H]1C(=O)N(C)C(=O)[C@H]12,-1.4,-3,0.3,-5,-1,3,0.3,-4,0.1,-2.4,-2
Brc1cc(/C=N/n2cnnc2)oc1Br,-0.8,0,2.5,2,0,-3,-0.1,-3,-0.6,-0.4,2
CNC(=O)CSc1nnc(COc2ccc([N+](=O)[O-])cc2)n1C,-1.0,-1,-0.5,7,0,1,-0.6,6,0.4,2.0,1
COc1ccc(OCCCC(=O)Nc2cc(S(=O)(=O)N3CCCCC3)ccc2OC)cc1,-2.0,2,-0.6,1,3,0,-0.9,-2,-1.2,-0.7,0
Cc1ccc(NC(=O)CSCC(=O)N2c3ccccc3CCc3ccccc32)cc1,-1.3,2,-0.7,4,-2,0,-2.7,4,0.2,1.2,4
COc1ccc(S(=O)(=O)N(C)C[C@H]2Oc3c(NC(=O)Nc4ccc5c(c4)OCO5)cccc3C(=O)N([C@H](C)CO)C[C@@H]2C)cc1,-0.9,-5,-0.6,-1,-1,0,3.6,1,-0.5,-1.9,-5
CCCc1cc(C(=O)Cc2ccc(C(=O)OCC)o2)c(O)cc1O,-0.9,-22,-1.3,2,-3,2,-1.4,-2,-0.9,-3.0,-32
CCOC(=O)C1=C(C)OC(N)=C(C#N)C1c1cc(C)sc1C (stereo not given),-0.3,-3,0.3,2,-1,-6,-2.6,-3,-0.1,-0.8,-14
O=C1NCCCC1C(=O)Nc1ccccn1 (stereo not given),-1.0,2,0.3,4,6,-1,-1.0,1,0.4,1.2,3
Cc1noc(C)c1CSCC(=O)Nc1cc(Cl)ccc1N1CCCCC1,-0.6,0,1.2,12,-6,-1,0.1,8,0.3,-2.7,-6
CSCCC(NC(=O)c1ccccc1Br)C(=O)NNC(=O)c1ccncc1 (stereo not given),-1.0,-2,-0.3,1,2,-8,-1.6,-6,-0.3,3.2,-1
CC(=O)N/C(=C/c1ccc2c(c1)OCO2)C(=O)NCc1ccccc1,-0.9,0,0.3,10,4,-4,-1.0,1,1.2,-0.2,-8

# Record cards, from the list above:
# Listed for COc1ccc(OCCCC(=O)Nc2cc(S(=O)(=O)N3CCCCC3)ccc2OC)cc1 : ssDAF12 agonist: -2.0; PLCg1 inh: 2; DAX1 inh-1: -0.6; Rev-erbA mod: 1; SMARCA2 act: 3; ADAM17 inh: 0; hcDAF12 agonist: -0.9; MBD2 DNA inh: -2; DAX1 inh-2: -1.2; hgDAF-12 ag: -0.7; PLC-beta3 inh: 0
# Listed for CCOC(=O)C1=C(C)OC(N)=C(C#N)C1c1cc(C)sc1C (stereo not given) : ssDAF12 agonist: -0.3; PLCg1 inh: -3; DAX1 inh-1: 0.3; Rev-erbA mod: 2; SMARCA2 act: -1; ADAM17 inh: -6; hcDAF12 agonist: -2.6; MBD2 DNA inh: -3; DAX1 inh-2: -0.1; hgDAF-12 ag: -0.8; PLC-beta3 inh: -14

# (further entries)
SMILES,ssDAF12 agonist,PLCg1 inh,DAX1 inh-1,Rev-erbA mod,SMARCA2 act,ADAM17 inh,hcDAF12 agonist,MBD2 DNA inh,DAX1 inh-2,hgDAF-12 ag,PLC-beta3 inh
CCNC(=S)NCc1ccc(F)cc1,-1.0,-1,-0.6,-1,-1,3,0.5,0,0.1,0.3,3
COc1ccccc1-n1nc(C(=O)NCc2ccco2)c2ccccc2c1=O,-0.9,-1,-1.4,-3,1,-4,-1.9,0,-0.5,0.3,-3
CC(CN1CCN(C)CC1)OC(=O)c1cccc(F)c1 (stereo not given),-0.8,0,-0.6,0,-1,-2,-2.2,-2,-0.1,1.6,-4
CCN1CCN(c2ncnc3sc(C)c(-c4ccccc4)c23)CC1,-1.0,2,1.9,5,-1,0,-1.0,1,0.0,1.2,-5
Cc1ccc(C(=O)NNC(=O)CCCN2C(=O)/C(=C/c3ccccc3Cl)SC2=S)cc1,-2.3,0,-3.6,2,-6,-4,-6.2,-4,-1.7,-14,0
O=c1c2ccccc2nc2n1CCN2,-1.6,-19,-0.3,5,-1,-71,-2.3,1,0.1,-0.1,-16
O=C(NCCN1CCCC1)c1ccc2c(=O)n(CCc3ccccc3)c(=O)[nH]c2c1,-1.0,-103,1.7,-2,8.2*,-16,1.1,1,1.3,5.4,-131
O=C(O)COc1ccc(NC(=O)c2ccc3c(c2)C(=O)N(CC2CCCO2)C3=O)cc1 (stereo not given),-0.2,2,-0.2,5,-4,-1,-1.4,0,1.3,-1.3,1
Cc1ccc(NC(=O)c2sc3ncnc(N4CCN(c5ccccn5)CC4)c3c2C)c(C)c1,-1.9,-17,-1.8,8,1,3,-4.8,-3,-2.9,-1.5,-19
CCOc1ccc(N(CC(=O)N2CCCCCC2)S(C)(=O)=O)cc1,-0.6,0,1.4,-4,-3,-3,0.1,4,0.2,0.1,-6
COc1ccc(NC(=O)C(NC(C)=O)C(=O)Nc2ccc(F)cc2)cc1 (stereo not given),-0.1,-3,0.5,-7,0,-4,0.7,-1,-0.9,-3.5,-4
O=C(COc1ccc([N+](=O)[O-])cc1)Nc1ccc2c(c1)OCO2,-1.3,9,0.3,-4,-2,0,-1.3,-1,-0.1,-3.8,2
Cc1ccc(C)c(S(=O)(=O)N2CCN(C(=O)c3ccccn3)CC2)c1,-1.1,-1,-0.5,-3,-2,-5,-0.7,2,-1.4,0.8,-7
Cc1ccc(OCC(=O)N2CCCCCC2)c(C)c1,-1.6,-2,1.7,-5,0,3,0.0,-1,0.3,5.8,0
COc1cc(NS(=O)(=O)c2ccc(NC(=S)NC(=O)c3cccs3)cc2)nc(OC)n1,-0.7,0,0.5,0,-1,-4,-0.6,4,1.0,-3.3,-4
Cc1ccc(C(=O)c2sc(Nc3ccccc3)c(C#N)c2N)cc1,-1.8,-7,-1.0,8,-3,7,-4.3,-4,-0.6,3.4,-7
CCOC(=O)c1cnc2nc(COc3ccccc3)[nH]n2c1=O,-1.3,-1,-1.1,-4,-3,-1,0.3,-2,1.0,-0.5,1
O=C(CN1C(=O)NC2(CCCC2)C1=O)NCCc1ccccc1,-0.6,0,-0.4,-2,-1,-4,0.7,-1,-0.2,-0.7,-5
CNS(=O)(=O)c1cn(CC(=O)NCc2ccccc2OC)cc1S(=O)(=O)NC,-0.9,1,0.0,-3,-1,-4,1.3,-2,-0.9,-0.8,-1
COc1ccc(N2CCN(Cc3nc4scc(-c5ccccc5)c4c(=O)[nH]3)CC2)cc1,-1.9,-7,-0.1,-6,-4,4,-0.1,0,-1.1,-2.0,-9
Cc1cc(C)c2nc(-c3ccccn3)cc(C(=O)NCc3ccco3)c2c1,-1.1,-13,-0.9,-5,-1,-13,1.8,0,0.1,3.0,-20
O=C(/C=C/c1ccc(Cl)cc1)NC(=S)Nc1ccc(C(=O)O)cc1,-1.3,11*,-1.1,-3,2,2,-0.5,-5,-0.1,2.9,0
O=S1(=O)CCO[C@H]2Cc3ccccc3[C@H]2N1Cc1ccccc1Br,-1.3,0,-0.6,5,1,0,-0.8,3,-0.9,2.4,-1
COc1ccc(C2CCCN2C(=O)Nc2ccccc2)cc1OC (stereo not given),-1.4,1,-0.9,0,-3,-2,-2.4,1,-0.7,-0.7,2
COc1ccc(-c2c[n+]3c(n2-c2ccccc2)SCC3)cc1OC,-1.9,4,-0.4,0,-1,0,-3.3,4,-0.7,-1.7,1
COC(=O)C1=C(C)NC(=O)NC1c1ccccc1 (stereo not given),-1.0,1,-0.8,-4,-3,-1,-0.2,-4,-0.5,-1.6,-95
COc1ccc(OC)c(C2C3=C(CCCC3=O)NC3=C2C(=O)CCC3)c1,-1.4,-3,0.7,-6,0,-1,-1.7,-2,-0.2,1.1,2
Cn1nnnc1SCCNC(=O)C1CCC(=O)N(Cc2cccc(C(F)(F)F)c2)C1 (stereo not given),-1.5,0,-0.5,4,0,2,-0.2,-4,-0.7,-0.4,3
O=C(Nc1ccccc1N1CCCCC1)c1ccco1,-1.5,-1,1.3,5,0,-4,-1.8,4,-1.0,-0.9,-3
O=C1/C(=C/c2cccnc2)CCC/C1=C\c1cccnc1,-3.5,1,·,4,-12,3,-7.4,-2,-4.5,-11,5

# With a hit mark in PLCg1 inh, of those listed so far:
smiles	ssDAF12 agonist	PLCg1 inh	DAX1 inh-1	Rev-erbA mod	SMARCA2 act	ADAM17 inh	hcDAF12 agonist	MBD2 DNA inh	DAX1 inh-2	PLC-beta3 inh
O=C(/C=C/c1ccc(Cl)cc1)NC(=S)Nc1ccc(C(=O)O)cc1	-1.3	11*	-1.1	-3	2	2	-0.5	-5	-0.1	0

# Next section:
SMILES,ssDAF12 agonist,PLCg1 inh,DAX1 inh-1,Rev-erbA mod,SMARCA2 act,ADAM17 inh,hcDAF12 agonist,MBD2 DNA inh,DAX1 inh-2,hgDAF-12 ag,PLC-beta3 inh
COc1ccccc1N1CCN(C(=O)C2CCCN(S(=O)(=O)c3ccc(C)cc3)C2)CC1 (stereo not given),-1.7,2,-0.8,7,-6,-2,-3.4,-1,-2.7,-4.6,-12
COc1cccc(O)c1CN1CCC(n2nccc2NC(=O)c2ccc3c(c2)OCO3)CC1,-1.4,2,1.5,-7,2,0,0.0,-1,-0.2,2.3,-5
Cc1cc(C)nc(SCC(=O)N(C)C)n1,-1.8,-1,-1.0,-3,-2,-1,-0.8,-1,-0.4,0.5,-3
COc1ccc(S(=O)(=O)Nc2cc(Cl)ccc2-n2cncn2)cc1,-0.7,-1,0.1,2,0,-5,1.0,-1,-0.3,3.9,-5
CCOC(=O)c1ccn(CSc2c(F)c(F)cc(F)c2F)n1,-1.2,1,-0.3,0,-2,-1,-1.1,4,-0.5,-0.8,-9
COc1cccc(CN2CCC2(C)C(=O)Nc2cccc3cccnc23)c1F (stereo not given),-1.8,-5,·,0,-5,-1,-2.5,4,-0.6,0.0,-4
CC1CCCCC1NC(=O)COC(=O)c1ccccc1NC(=O)c1ccco1 (stereo not given),-1.0,-6,1.3,3,-2,-3,-0.2,0,-0.1,-0.9,-1

# Some entries already given, limited to MBD2 DNA inh, hgDAF-12 ag and DAX1 inh-1:
canonical_smiles,MBD2 DNA inh,hgDAF-12 ag,DAX1 inh-1
Cc1cc(C)nc(SCC(=O)N(C)C)n1,-1,0.5,-1.0
COc1ccc(S(=O)(=O)Nc2cc(Cl)ccc2-n2cncn2)cc1,-1,3.9,0.1
CCOC(=O)c1ccn(CSc2c(F)c(F)cc(F)c2F)n1,4,-0.8,-0.3
COc1cccc(CN2CCC2(C)C(=O)Nc2cccc3cccnc23)c1F (stereo not given),4,0.0,·
